# Screening results as filed in PubChem.
# TNAP activators = human TNAP enzyme activators, primary screen, biochemical, luminescent, no phosphate acceptor, uHTS (AID 1001); purified TNAP, luminescent activation assay, no phosphate acceptor; higher activation fold means a stronger effect; one-dose activation fold at 20 µM; EC50 in µM for titrated hits; 200,000 tested, 0.03% active; in the data active = activation fold from about 3, or a potency from the dose series; inactive = the rest, 99 in 100 with activation fold below about 1.6; also: many of its hits are not listed in these tables
# human PMI inhibition = MPI enzyme activity inhibition – biochemical, fluorescence intensity, coupled assay, primary screen (AID 1209); purified PMI enzyme, coupled fluorescence intensity; higher % means a stronger effect; 190,000 tested, 0.42% active; inhibition, % at 20 µM; hits with a dose series show IC50 in µM;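 also: plate controls were DMSO vehicle for no effect and wells lacking substrate for full effect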
# Myeloid diff MLP = promotes myeloid progenitor differentiation. ER-HoxA9 myeloid progenitors, lysozyme-GFP differentiation, flow cytometry. calls only at 10 µM. 360,000 tested, 1% active. AID 624256;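 active = normalized GFP-positive differentiation at or above the plate's own cutoff, the solvent-only control mean plus 3 SD; inconclusive = no clear call, values can overlap the other calls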;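 also: cells exposed to compound for four days before flow analysis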
# Siah-1 displacement = Siah-1 peptide-binding antagonists, primary screen, biochemical, fluorescence polarization, rhodamine-plectin, uHTS (AID 1817); Siah-1 / rhodamine-plectin peptide fluorescence polarization; higher % means a stronger effect; one-dose displacement, % at 20 µM; IC50 in µM for titrated hits; 290,000 tested, 0.02% active;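 active = displacement of at least 50% at 20 µM, with a fluorescence ratio check between 0.3 and a set limit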;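 also: plate controls were Siah plus tracer with DMSO for no effect and tracer alone without Siah for full effect; strong numbers were not always called active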
# PMI inhibition = MPI inhibition at elevated mannose 6-phosphate – biochemical, fluorescence intensity, high mannose 6-phosphate, primary screen (AID 1220); recombinant PMI enzyme, coupled fluorescence intensity; higher % means a stronger effect; inhibition, % at 20 µM; hits with a dose series show IC50 in µM; 190,000 tested, 0.66% active
# RSV CPE inhibition = inhibition of RSV-induced cytopathic effect – HEp-2 cells, primary 10 µM value included (AID 2391) | HEp-2 cells, RSV-induced CPE inhibition; higher % means a stronger effect | one-dose CPE inhibition, % at 10 µM; IC50 in µM for titrated hits | 310,000 tested, 0.13% active; in the data active = a potency from the dose series; inconclusive = CPE inhibition mostly from about 23% at the one dose, without a potency; inactive = the rest, 99 in 100 with CPE inhibition below about 21%; also: strong numbers were not always called active
# XIAP displacement = small molecules displacing peptide from XIAP – biochemical, IAP family, fluorescence polarization (AID 1018); XIAP BIR domain, fluorescence polarization peptide displacement; higher % means a stronger effect; displacement, % at 20 µM, or IC50 in µM where a hit was titrated; 200,000 tested, 0.007% active; in the data active = displacement above about 50%; also: a part of the inactive calls stands beside numbers as strong as those of hits
# Salmonella PhoP GFP = PhoP-dependent GFP reporter repression – Salmonella Typhimurium, primary screen (AID 1863); inhibition, % at 50 µM; hits with a dose series show IC50 in µM; S. Typhimurium PhoP-regulated promoter GFP reporter, 4 h; higher % means a stronger effect; 300,000 tested, 0.16% active;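 active = inhibition over 29.93%, a cutoff 3 SD above the screen mean, later confirmed by dose response; inconclusive = inhibition over 29.93% but no dose response follow-up; inactive = inhibition at most 29.93% or unconfirmed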;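 also: 0% = low Mg2+ inducing control and 100% = high Mg2+ repressing control; strong numbers were not always called active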
# WT yeast gro inh = growth inhibition of WT yeast, mitochondrial fusion screen; 190,000 tested, 2.1% active; inhibition, % at 10 µM; mitochondrial fusion phenotypic screen, WT strain; AID 1362; in the data active = inhibition above about 58%; tested in S. cerevisiae
# WT yeast gro inh mutant strain = recorded beside WT yeast gro inh, whose call it bears; inhibition, %; mitochondrial fusion phenotypic screen, mutant strain inhibition
# Myeloid diff MLP GFP+ MAC1+ % = recorded beside Myeloid diff MLP, whose call it bears; GFP+ MAC1+ double positive, %; measured here: differentiation confirmed by MAC1 staining
# * = called active by the depositor; i = inactive; ? = inconclusive; . = not tested or not shown. Rule as the data show it, unless noted: active = inhibition above about 50%; inactive = the rest. Compounds were not picked by outcome; any-hit rate near 3.1%.
SMILES,Myeloid diff MLP GFP+ MAC1+ %,Siah-1 displacement,RSV CPE inhibition,Myeloid diff MLP,WT yeast gro inh mutant strain,PMI inhibition,human PMI inhibition,Salmonella PhoP GFP,XIAP displacement,TNAP activators,WT yeast gro inh
CN1CCN(C(=O)/C=C\c2ccc(Cl)cc2)CC1,0.2,-3%,-0.1%,i,12,-6%,-5%,6%,0.7%,1,12
COc1ccc(NC(=O)CC2C(=O)OCC3CCCCN32)cc1Cl (stereo unspecified),0.4,1%,0.8%,i,-4,18%,16%,-3%,-14%,1.1,0
CCOC(=O)C1=NN(c2ccc(OC)cc2)C(c2ccccc2)CC1=O (stereo unspecified),0.4,5%,5.3%,i,-11,8%,6%,2%,-3.8%,1,3
O=C(O)COc1ccc(/C=N/NC(=O)C(O)(c2ccccc2)c2ccccc2)cc1,0.4,12%,3.2%,i,.,.,.,-4%,.,.,.
CCCOc1ccc(CC(=O)NCCc2ccccc2)cc1OC,0.5,-2%,1.1%,i,.,.,.,-1%,.,.,.
CCOC(=O)c1nn(-c2ccc(Cl)cc2)c(=O)c(C#N)c1C,0.5,4%,0.3%,i,.,.,.,5%,.,.,.
CCOC(=O)c1[nH]c2ccc(OC)cc2c1NC(=O)CN1CCSCC1,1.1,-4%,1.4%,i,6,-2%,-5%,-3%,-3.4%,1.1,-5
Cc1c(C#N)c(N)nc(Cl)c1C#N,0.2,-6%,2.3%,i,0,-6%,-11%,2%,-8.3%,1.1,-19
Cc1ccc(S(=O)(=O)Nc2cc(=O)[nH]c(SCC(=O)Nc3cccc(C)c3)n2)cc1,0.1,2%,19%,i,.,.,.,-16%,.,.,.
CCOC(=O)Nc1sc2c(c1C#N)CCC(C)C2 (stereo unspecified),0.4,3%,2.4%,i,1,3%,-4%,-9%,-9.8%,1,17
O=C(NNC(=O)C1CC=CCC1C(=O)O)c1ccc(Cl)cc1 (stereo unspecified),0.2,2%,1.6%,i,7,10%,4%,0%,-3.9%,1,-2
CC(C)(C)NC(=O)CN(C(=O)c1ccc(Cl)nc1)c1cccc2ccccc12,0.2,2%,-1.6%,i,19,.,.,-2%,-3.6%,1,-1
CC(=O)c1ccc(OCC(C)C)c(CN2CCCCC2)c1,0.5,1%,-0.9%,i,9,-5%,-6%,-12%,-0.4%,1.1,-14
CCc1cc(=O)oc2cc(OC3CCCCC3=O)ccc12 (stereo unspecified),1.5,5%,1.4%,i,.,.,.,1%,.,.,.
CCc1ccc(N(C(=O)CCC(=O)Nc2cc(C)on2)C(C(=O)NC2CCCC2)c2ccco2)cc1 (stereo unspecified),0.9,6%,0.4%,i,-1,18%,16%,0%,-4.5%,1.1,2
O=C(CCC1CCCN(Cc2cccc(Cl)c2)C1)NCc1ccccc1F (stereo unspecified),0.3,14%,-2.6%,i,.,.,.,-6%,.,.,.
CC(C)OP(=O)(Nc1cccc2ccccc12)OC(C)C,0.3,10%,-0.2%,i,-13,-6%,-4%,-5%,-3.9%,1.1,-2
O=C(CCn1c(=O)sc2ccccc21)NCc1ccccc1,3.9,-2%,1.6%,i,1,4%,4%,-1%,-8.2%,1.1,1
Cn1c(-c2ccc(Cl)cc2)cnc1N,1.7,1%,1.7%,i,1,3%,14%,18%,-4.2%,1,17
O=C(NCc1cccs1)C(=O)NCC1OCCCN1S(=O)(=O)c1cccs1 (stereo unspecified),0.2,-1%,2.8%,i,4,0%,-1%,-2%,-4.7%,1.1,6
CC(NC(=O)C1CC1)C(c1cccs1)N1CCOCC1 (stereo unspecified),0.9,9%,5.6%,i,.,.,.,-8%,.,.,.
Cn1c(=O)n(CCN2CCOCC2)c(=O)c2c1nc1n2CCN1c1ccc(Oc2ccccc2)cc1,0.7,2%,.,i,.,1%,-15%,.,1.3%,1.1,.
Nc1nc(SCC(=O)N2CCN(S(=O)(=O)c3ccc(Cl)cc3)CC2)n[nH]1,1.3,-5%,1.8%,i,-3,2%,6%,3%,-4.9%,1.4,-3
O=C(Nc1ccc(Cl)cc1F)C1CCN(S(=O)(=O)c2cccc3nonc23)CC1,.,-3%,-0.4%,?,.,.,.,-1%,.,.,.
CCc1ccc(C(=O)/C=C2\Sc3ccccc3NC2=O)cc1,0.5,-1%,-0.3%,i,0,-8%,14%,3%,-4.5%,0.7,12
C/C(CC1(O)C(=O)Nc2ccccc21)=N\O (stereo unspecified),0.8,-1%,0.5%,i,3,-1%,-3%,-9%,-6.4%,1.1,-5
NC1=NC(=O)/C(=C\c2cccnc2)S1,0.2,5%,1.9%,i,11,-2%,-1%,-1%,-0.9%,1.1,-18
Cc1ccc(OCC(=O)N[C@@H](C)c2nnc3ccccn23)cc1C,3.4,-4%,1.9%,i,.,.,.,-7%,.,.,.
COc1ccc(S(=O)(=O)N(C)c2ccc(C(=O)Nc3c(C)n(C)n(-c4ccccc4)c3=O)cc2)cc1,0.4,2%,1.6%,i,.,.,.,1%,.,.,.
CC(=O)OC(/C(O)=C(\C#N)c1nc2ccccc2[nH]1)c1ccccc1 (stereo unspecified),1.8,-3%,-1.6%,i,-11,11%,-4%,12%,-3.5%,1.1,-5
C/C(=N/NC(=O)C1COc2ccccc2O1)c1ccco1 (stereo unspecified),0.3,0%,0.9%,i,4,1%,8%,2%,-2.5%,1.2,-5
CCOC(=O)c1nn(-c2cccc(Cl)c2)c(C)c1C(C)=O,0.4,1%,0.9%,i,0,5%,8%,0%,1.7%,1.1,-14
O=C(Nc1cccc(NC(=O)c2ccc([N+](=O)[O-])o2)c1)c1ccco1,.,9%,-0.8%,?,.,.,.,1%,.,.,.
CC(=O)Nc1ccc(NC(=O)CSc2ccccn2)cc1,1.2,-1%,2.1%,i,-21,-5%,-9%,14%,-10%,1.1,-12
O=C(/C=C/Nc1ccc(F)cc1)c1ccc(Br)cc1,0.4,-5%,-0.3%,i,-5,-2%,-13%,7%,-0.2%,1.1,-2
CCc1ccc(C(=O)NNc2ccc(S(N)(=O)=O)cc2)cc1,0.1,13%,1.1%,i,.,.,.,-6%,.,.,.
CCOC(=O)C1CCN(C(=O)/C=C/c2ccccc2)CC1,0.7,1%,0.4%,i,-3,4%,-1%,-8%,-6.2%,1.1,-9
Cc1occc1-c1nnc(SCC(=O)c2cc3ccccc3oc2=O)o1,1.2,1%,0.2%,i,11,-8%,-5%,-5%,-3.0%,1,17
O=C(CSc1n[nH]c(-c2ccccc2Cl)n1)NCc1cccc(C(=O)O)c1,0.1,5%,-1.3%,i,-4,-6%,-2%,.,-4.4%,0.1,13
Cc1cccc(C)c1OCC(=O)N1CC2(C)CC1CC(C)(C)C2 (stereo unspecified),1.8,-3%,-0.4%,i,26,-3%,-2%,12%,-3.1%,1,24
O=C(CCS(=O)(=O)c1ccccc1)N1CCN(c2ccccc2F)CC1,0.6,9%,0.3%,i,.,.,.,-1%,.,.,.
Cc1ccc(C(=O)Cc2nc3ccccc3[nH]2)cc1,.,0%,1.6%,?,.,.,.,13%,.,.,.
CCOC(=O)CN1C(=O)CSc2ccc(S(=O)(=O)N3CCOCC3)cc21,0.4,0%,0.4%,i,.,.,.,-3%,.,.,.
CCC(CNC(=O)c1c(C)nn(-c2ccccc2)c1Cl)c1ccccc1 (stereo unspecified),0.6,15%,6.7%,i,.,.,.,3%,.,.,.
Brc1ccccc1CN1CCC(N2CCCCC2)CC1,5.1,-5%,-2.4%,i,-4,4%,2%,8%,-3.0%,1.1,-4
COc1ccc(Nc2nc(N)nc(SCc3nnc(C)s3)n2)cc1,1.3,4%,2.2%,i,11,-1%,3%,-7%,-3.6%,1.1,6
Oc1c(Br)cc(C2N=C(c3ccccc3)NO2)cc1Br (stereo unspecified),.,-2%,2.1%,?,14,-3%,-7%,-16%,-2.1%,1.1,34
CC(C)c1nnc(N2C(=O)c3oc4ccccc4c(=O)c3C2c2ccco2)s1 (stereo unspecified),2.1,-1%,1.4%,i,1,-20%,-25%,1%,-1.3%,1,0
CCOC(=O)c1c(/N=C/N(C)C)sc2c1CCC2,0.4,0%,6.4%,i,4,2%,-1%,-7%,0.2%,1.1,-18
NC(=O)c1ccc(NC(=O)c2ccccc2S(=O)(=O)c2ccccc2[N+](=O)[O-])cc1,0.8,-1%,2.0%,i,3,-14%,-14%,-3%,-5.5%,1.1,-16
O=C1Nc2ccc(S(=O)(=O)N3CCCCCC3)c3cccc1c23,2.0,-1%,-0.4%,i,1,20%,17%,-7%,-20%,1.1,-1
COCCN(C)Cc1nc(C(c2ccccc2)c2ccccc2)no1,0.6,4%,0.5%,i,.,.,.,11%,.,.,.
Cc1cc(S(=O)(=O)n2cnc3cc([N+](=O)[O-])ccc32)ccc1Cl,0.5,4%,2.3%,i,-8,-42%,-46%,-3%,-15%,0.9,-12
Cc1cc(=O)[nH]c(SCC(=O)NCCC2=CCCCC2)n1,0.1,12%,3.3%,i,8,-7%,-11%,-6%,-3.7%,1.2,10
Cc1ccc(Cc2cnc(NC(=O)C3=NCCN3)s2)cc1,.,0%,1.4%,.,-11,15%,8%,-2%,-3.4%,2.2,0
CC(=O)Nc1ccc(CN2CCCN(C)CC2)cc1,0.3,12%,-0.1%,i,.,.,.,9%,.,.,.

# Entries shown so far that have two or more sulfur atoms (5):
SMILES,Myeloid diff MLP GFP+ MAC1+ %,Siah-1 displacement,RSV CPE inhibition,Myeloid diff MLP,WT yeast gro inh mutant strain,PMI inhibition,human PMI inhibition,Salmonella PhoP GFP,XIAP displacement,TNAP activators,WT yeast gro inh
Cc1ccc(S(=O)(=O)Nc2cc(=O)[nH]c(SCC(=O)Nc3cccc(C)c3)n2)cc1,0.1,2%,19%,i,.,.,.,-16%,.,.,.
O=C(NCc1cccs1)C(=O)NCC1OCCCN1S(=O)(=O)c1cccs1 (stereo unspecified),0.2,-1%,2.8%,i,4,0%,-1%,-2%,-4.7%,1.1,6
Nc1nc(SCC(=O)N2CCN(S(=O)(=O)c3ccc(Cl)cc3)CC2)n[nH]1,1.3,-5%,1.8%,i,-3,2%,6%,3%,-4.9%,1.4,-3
CCOC(=O)CN1C(=O)CSc2ccc(S(=O)(=O)N3CCOCC3)cc21,0.4,0%,0.4%,i,.,.,.,-3%,.,.,.
COc1ccc(Nc2nc(N)nc(SCc3nnc(C)s3)n2)cc1,1.3,4%,2.2%,i,11,-1%,3%,-7%,-3.6%,1.1,6
